High-throughput results (PubChem BioAssay)
UDG counterscr = Primary qHTS assay for inhibitors of Activation Induced Cytidine Deaminase (AID): UDG Counterscreen signal. FRET deamination/UDG coupled assay, UDG read, 4 h. AID 1347430, 2020. 91,000 compounds, 0.14% hits. Uracil-DNA glycosylase. Potency, µM (titrated, usually from 115 µM), inactives show at the highest dose activity change, negative = inhibition, most hits filed as inhibitors; further: nearly all actives have a fitted effect of over 65% in size
AID inhibitor = Primary qHTS assay for inhibitors of Activation Induced Cytidine Deaminase (AID): AID signal; Single-stranded DNA cytosine deaminase (Homo sapiens), Q9GZX7; AID deamination FRET fluorescence, UDG-coupled, 4 h; Potency, µM (doses to about 115 µM), for inactives: top-dose activity change, negative = inhibition, usual class: inhibitors; 91,000 compounds, 0.32% hits; AID 1347428, 2020; further: nearly all actives have a fitted effect of over 25% in size
Target sequence (Q9GZX7 whole entry, looked up): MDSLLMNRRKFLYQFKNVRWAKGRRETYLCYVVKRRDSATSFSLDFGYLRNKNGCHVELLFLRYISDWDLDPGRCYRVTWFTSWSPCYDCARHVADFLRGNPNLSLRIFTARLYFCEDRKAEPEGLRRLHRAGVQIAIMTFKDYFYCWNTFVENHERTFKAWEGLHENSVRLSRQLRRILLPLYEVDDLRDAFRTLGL
Starred values were filed as active, the others as inactive; ? = inconclusive; & = joins results of further samples; [ ] = another dose, or the depositor's remark. The call rests on the fitted dose curve; in most records, active means well fitted curve in the direction sought with a large enough effect; inconclusive means small, poorly fitted or top-dose-only effect, or another doubt; inactive means no such curve, though single readings can be large; an effect the other way counts as inactive or inconclusive. On the % scale 0 is the no-effect control and ±100 the full control effect; potency means the concentration at half of the fitted maximal effect. The list is partial; the hit share may differ from the screen's.

Order of values – UDG counterscr	AID inhibitor
Cc1cc(Cl)ccc1NC(=O)c1nn(CC(C)C)c(=O)c2ccccc12
 : 2%	2%
COc1ccc(C)cc1Nc1nc2cc(Cl)c(Cl)cc2nc1-n1nc(C)cc1C
 : -7%[57.5 µM]	4%
CCN(CC)S(=O)(=O)c1ccc(OC(C)C)c(NC(=O)c2ccc3c(c2)NC(=O)C(C)S3)c1 (stereo not given)
 : -2%	-5%
CC(=O)Nc1ccc(NC(=O)c2ncoc2-c2ccco2)cc1
 : ?	47%[activator]
COc1ccc2c(C)c(CCC(=O)NCCc3ccccc3OC)c(=O)oc2c1
 : -8%	-3%
COc1cccc(-c2nc(N3CCCCCC3)c3ccccc3n2)c1O
 : 89µM*	?
CCOC(=O)c1cccc(NS(=O)(=O)c2cc(-c3nn(C)c(=O)c4c3CCCC4)ccc2C)c1
 : -4%	-15%
O=C(NCc1cccnc1)C1CCC1
 : 8%	6%
CCOc1ccccc1Oc1c(C(F)(F)F)oc2cc(OC(=O)c3ccccc3F)ccc2c1=O
 : -3%	-11%
COC(=O)C(CC(C)C)NC(=O)C(Cc1ccccc1)NC(=O)OC(C)(C)C (stereo not given)
 : -2%	5%
Cc1ccccc1NC(=O)C(=O)NCC1(c2ccccc2)CCCC1
 : -4%	7%
CCCCOc1ccc(S(=O)(=O)Nc2ccc(-c3ccc(N4CCC(C)CC4)nn3)cc2)cc1
 : ?	-10%
COc1ccc(NC(=O)C2CCN(S(=O)(=O)c3cccc(-c4noc(C)n4)c3)CC2)cc1OC
 : 0%	21%
Cc1cc(F)ccc1S(=O)(=O)N(Cc1cnn(C)c1)C(C)C
 : 4%	1%
CCCC(=O)Nc1ccccc1C(=O)OC/C(=N/O)c1ccc(OC)cc1
 : -13%	-19%
O/N=C/c1ccc(-n2ccnc2)cc1
 : -3%	-5%
C=CCC(CC=C)(CNC(=O)C(=O)Nc1ccc(C)cc1)c1ccccc1
 : -3%	-8%
CN(CCOC(=O)c1cccs1)Cc1ccccc1
 : -3%	-1%
COc1cccc(NC(=O)CCN2C(=O)c3ccccc3Sc3ncccc32)c1
 : 8%	5%
CCNCc1ccc(-c2ccccc2Cl)o1
 : 1%	-6%
CCOc1ccc(Br)cc1C1N2CC3(CC)CN1CC(CC)(C2)C3=O (stereo not given)
 : 9%	0%
COCc1cccc(C(=O)NCCC(C)C)c1
 : 2%	-4%
CCc1nc(N2CCN(C(=O)CN3CCN(C)CC3)CC2)c(C#N)c2c1COC(C)(C)C2
 : 3%	0%
CCN(CC)CCNC(=O)C1CCCN(c2nnc(C)c3c(C)n(-c4ccc(Cl)cc4)nc23)C1 (stereo not given)
 : -3%	-17%
CC(NC(=O)CSc1nc(CN2CCOCC2)nc2ccccc12)c1ccccc1 (stereo not given)
 : -3%	-5%
Cc1cccc(C)c1NC(=O)C1CCN(S(=O)(=O)c2cccc3nsnc23)CC1
 : -12%	-3%
COc1ccc(CCNS(=O)(=O)c2ccc(N3CCCCS3(=O)=O)cc2)cc1
 : 10%	3%
CC(C)c1ccc(NC(=S)NNC(=O)C(N)=O)cc1
 : -6%	-10%
O=C(Cn1c(=O)n(Cc2ccco2)c(=O)c2ccccc21)Nc1cccc(F)c1
 : 0%	25%
Cc1ccc(CNC(=O)C2COc3ccccc3C2)cc1 (stereo not given)
 : -16%	-8%

Single records, as listed above.
COc1ccc2c(C)c(CCC(=O)NCCc3ccccc3OC)c(=O)oc2c1 as listed: UDG counterscr = -8%; AID inhibitor = -3%
CCc1nc(N2CCN(C(=O)CN3CCN(C)CC3)CC2)c(C#N)c2c1COC(C)(C)C2 as listed: UDG counterscr = 3%; AID inhibitor = 0%

(listing goes on)
Order of values – UDG counterscr	AID inhibitor
Cc1ccc(NC(=O)CN2C(=O)C(c3ccc(F)cc3)=NC2(C)C)c(C)c1
 : -10%	-3%
Cc1cccc(C(=O)N2c3ncnn3C3(CCCCC3)[C@@H]3CCCC[C@@H]32)c1
 : 3%	-9%
CCOC(=O)COc1ccc2cc(-c3ccc(OC)c(OC)c3)c(=O)oc2c1
 : 7%	-2%
Cc1ccc(CN2CCc3nc(N4CCN(C)CC4)ncc3C2)cc1
 : -2%	73%[activator]
O=Cc1ccc(Sc2ccccc2)cc1
 : 5%	-12%
N#C/C(=C/c1ccc(N(c2ccccc2)c2ccccc2)cc1)C(=O)Nc1cccc(C(F)(F)F)c1
 : 0%	24%
O=C(NC(C1CC1)C1CC1)c1cc2ccccc2oc1=O
 : 1%	2%
Cc1ccc(C)c(N2CCN(c3nc4ccccc4c4nc(-c5cccnc5)nn34)CC2)c1
 : 13%	-1%
Cc1cccc(OCCSc2nc3ccc(NC(=O)COc4ccccc4C)cc3s2)c1
 : 43%[activator]	-2%
CCOC(=O)C1=C(C)N(C)C(=O)N(C)C1c1c(F)cccc1Cl (stereo not given)
 : -5%	-14%
CCONC(=O)c1cc2cc(OC)cc(OC)c2[nH]1
 : 0%	-1%
CCSc1nc(C(C)(C)C)cc(C(F)(F)F)c1C#N
 : -12%	-12%
C/C(=N\NC(N)=S)C(=O)O
 : 9%	7%
CCCCn1c2ccc(F)cc2c2nnc(SCCN3CCCCC3)nc21
 : 6%	-7%
COC(=O)c1cc(NC(=O)c2cnc(SC)nc2-c2ccccc2)cc(C(=O)OC)c1
 : 0%&5%	-9%&-12%
C#CCNC(=O)c1cc(=O)[nH]c2ccc(S(=O)(=O)N(CC)CC)cc12
 : -4%	0%
O=C(NCc1cccs1)C12CC3CC(CC(O)(C3)C1)C2
 : -3%	4%
CCCCCCOc1ccccc1/C=C(\C#N)C(=O)c1ccccc1
 : 4%	?
COc1ccc(-n2nnnc2C2CCN(S(=O)(=O)c3ccc(F)cc3Cl)CC2)cc1
 : 7%	-16%
COc1ccc(Nc2nc(N3CCCC3)c3cnn(C)c3n2)c(OC)c1
 : -5%	-21%
CCCC(=O)NC1CCN(Cc2nnnn2-c2ccccc2)CC1
 : -5%	-1%
CCOC(=O)c1c(C)oc2nc(C)nc(NCCc3ccc(C)cc3)c12
 : -3%	-3%
Cc1ccccc1NC(=O)c1c(NC(=O)Cc2ccccc2)sc2c1CCC2
 : -11%	-15%
CCc1ccc(CNC(=O)c2cc3cc4ccc(OC)cc4nc3o2)cc1
 : -6%	-5%
CC(C)(C)OC(=O)N1CCC(c2c(C(=O)NC3CCCCC3)cnn2-c2cccc(F)c2)CC1
 : 3%	-2%
CN1CCN(NC(=S)NCCc2ccccc2)CC1
 : -11%	-1%
O=C(O)c1cccc(-n2cnc3cccnc32)c1
 : -7%	5%
Cc1cc(C)cc(OCC(=O)N2CCC(c3nc4ccccc4o3)CC2)c1
 : -1%[57.5 µM]	?
CCOc1ccc(CN(C(=O)c2cc(=O)c3cc(Cl)ccc3o2)C2CCS(=O)(=O)C2)cc1 (stereo not given)
 : ?	?
COc1ccc2c(c1)c(C(C(=O)O)N1CCN(CCC#N)CC1)cn2CCC(=O)O (stereo not given)
 : -4%	-4%

Three structures out of the list, sorted by length of the SMILES, rising.
Order of values – UDG counterscr	AID inhibitor
CCc1ccc(CNC(=O)c2cc3cc4ccc(OC)cc4nc3o2)cc1
 : -6%	-5%
Cc1ccc(C)c(N2CCN(c3nc4ccccc4c4nc(-c5cccnc5)nn34)CC2)c1
 : 13%	-1%
N#C/C(=C/c1ccc(N(c2ccccc2)c2ccccc2)cc1)C(=O)Nc1cccc(C(F)(F)F)c1
 : 0%	24%

(listing goes on)
Order of values – UDG counterscr	AID inhibitor
NC(N)=N/N=C/c1ccccc1
 : -7%	-4%
Cc1ccc(NC(=O)CSc2nc3c(oc4ccccc43)c(=O)n2Cc2ccco2)cc1F
 : 3%	9%
Cc1ccccc1C(=O)Nc1sc2c(c1C(=O)N1CCC(C)CC1)CCCC2
 : -1%	6%
C(=Nc1ccccc1)c1ccccc1OCc1ccccc1
 : -6%	-12%
CCC12CN3CC(C)(CN(C1)C3c1c(C)[nH]c3ccccc13)C2=O (stereo not given)
 : 2%	1%
O=C(CCc1cccnc1)NCC1CC1
 : 6%	2%
CC(C)(C)c1ccc(C(=O)NCCc2ccccn2)cc1
 : 1%	-1%
COc1cccc(OC)c1C(=O)Nc1cccc2ncccc12
 : -6%	13%
CC(C)/C=N/NC(=O)CCCCC(=O)N/N=C/C(C)C
 : -2%	-4%
Cc1ccc(C(=O)NCC(NC(=O)c2ccc(C)nc2)C2CC2)cn1 (stereo not given)
 : -8%	-5%
Cc1ccc(CNS(=O)(=O)c2ccc(C(=O)N(C)C)s2)cc1
 : 6%	0%
Cc1c(Cl)cccc1NC(=O)CSc1nc(=O)n(Cc2ccncc2)c2c1CCC2
 : 14%	5%
CCOC(=O)c1c(C)[nH]c(C)c1S(=O)(=O)N1CCC(C(=O)NCc2ccc(F)cc2)CC1
 : -15%	20%
Cc1ccc(CNC(=O)CCc2ncc(-c3c(F)cccc3F)o2)cc1
 : 9%	7%
Cc1ccc(C)c(N2CCN(C(=O)CCS(=O)(=O)c3cc(Br)cc4c3N(C(=O)C3CC3)CC4)CC2)c1
 : -9%	-23%
CC(=O)c1ccc(NC(=O)C(C)Sc2cc(Cl)ccc2Cl)cc1 (stereo not given)
 : 15%	47%[activator]
CCc1cccc(NC(=O)CSc2ncc3c(n2)-c2ccccc2N(CC)S3(=O)=O)c1
 : 0%	45%[activator]
CCc1ccc(S(=O)(=O)c2cn(Cc3ccccc3)c3cc(F)c(F)cc3c2=O)cc1
 : -9%	-13%
Cc1ccc(S(=O)(=O)Cc2nc(-c3ccc(C(=O)N4CCOCC4)cc3)oc2C)cc1
 : 3%	-8%
CCC(Oc1ccccc1F)C(=O)Nc1ccc(F)c(Cl)c1 (stereo not given)
 : -6%	-13%
COc1ccc(OC)c(NC(=O)CN2CCCN(Cc3cc(C)ccc3C)S2(=O)=O)c1
 : 1%	1%
CSCCCNC(=S)NC1CCSc2ccccc21 (stereo not given)
 : -3%	-6%
CC(=O)Nc1ccc(NC(=O)C(Cc2ccccc2)N2Cc3ccccc3C2=O)cc1 (stereo not given)
 : 13%	5%
Cc1cccc(-c2nc(CCNC(=O)c3ccco3)cs2)c1
 : -4%[57.5 µM]	-2%
O=S(=O)(Nc1nc2ccccc2nc1Nc1ccccc1F)c1cccs1
 : 23%	-2%
O=C(CSC1=Nc2ccccc2N=C(c2ccc(F)cc2)C1)NCc1ccc(Cl)cc1
 : 1%	-5%
Cc1cccc(N/N=C(/c2ccccc2)c2ccc(F)cc2)c1C
 : -1%	11%
Cc1ccc(CN2C(=O)N(c3ccc(C)c(Cl)c3)S(=O)(=O)c3ccccc32)cc1
 : -8%	-13%
O=c1c2sccc2n(Cc2cc(=O)n3ccccc3n2)c(=O)n1-c1cc(F)ccc1F
 : -5%	-2%
CCn1c(CSc2nnc(C3CC3)n2-c2ccccc2)nc2cc(S(=O)(=O)N(C)C)ccc21
 : 4%	4%
COc1ccc(Nc2cc(C(=O)NCCc3ccccc3)c3ccccc3n2)cc1OC
 : -8%[57.5 µM]	-2%
Cc1csc(SC2=CS(=O)(=O)c3ccccc32)n1
 : -3%	-4%
O=C(NN=C(C1CC1)C1CC1)C(c1ccccc1)c1ccccc1
 : -8%	1%
COc1cc(/C=C(\C#N)C(=O)NCC2CCCO2)ccc1O (stereo not given)
 : -5%	14%
CCCOC(=O)c1ccc(NC(=O)COC(=O)C2CCN(c3ccc(C(F)(F)F)cn3)CC2)cc1
 : -10%	-2%
COc1cc(OC)c(N(C)C(=O)c2cn(C3CCCC3)c(=O)c3c2c2ccccc2n3C)cc1Cl
 : ?	?
CCSC1=N/C(=C\c2c(C)cc(C)cc2C)C(=O)S1
 : -6%	2%
CN(C1CCCCC1)S(=O)(=O)c1ccc2c(c1)c(=O)c(C(=O)NCCc1ccccc1)cn2C
 : 8%[57.5 µM]	11%[57.5 µM]
O=C(NCc1ccccn1)C1c2ccccc2C(=O)N(Cc2ccccc2)C12CCCCC2 (stereo not given)
 : 9%	0%
O=C(NCCCc1ccccc1)C1CCN(C(=O)N2CCOc3ccc(Cl)cc32)CC1
 : -26%	-28%
CCCCc1ccc(NC(=O)c2cc(-c3ccc(C)c(F)c3)on2)cc1
 : 30%[activator]	-19%
N#C/C(=C/c1ccc(C(F)(F)F)cc1)C(=O)Nc1ccccc1Oc1ccccc1
 : -7%	-5%
COC(=O)Cn1c(=O)c2c(nc(-n3nc(C)cc3C)n2Cc2ccc(C)cc2)n(C)c1=O
 : -1%	2%
Cc1ccc(CNC(Cc2c[nH]c3ccccc23)C(=O)O)cc1 (stereo not given)
 : 11%	13%
Clc1ccc(CCNc2nc3ccccc3c3nc(-c4ccccc4)nn23)cc1
 : -28%	2%
Clc1ccccc1-c1noc(-c2ccco2)n1
 : 7%	-4%
CCOc1ccccc1C(=O)Oc1ccc(OC)cc1
 : -7%	-2%
Cc1ccc(C2CC(=O)n3nc(-c4cccc(C)c4)nc3S2)cc1 (stereo not given)
 : 2%	3%
c1cc(CSc2ccc3c(c2)OCCO3)ccc1CSc1ccc2c(c1)OCCO2
 : -5%	-3%
COc1ccc(NC(=O)C2(c3ccc(C)cc3)CCCC2)cc1
 : 3%	-2%
Cc1cc(N2CCN(C)CC2)nc2ccc(NC(=O)c3ccc(C(C)(C)C)cc3)cc12
 : -17%	?
Cc1ccc(-c2cn3cccc(C)c3n2)cc1NS(=O)(=O)c1ccccc1
 : -29%	-16%
CC(C)(C)c1ccc(C(=O)Nc2ccccc2C(=O)Cc2ccccc2)cc1
 : -10%	-10%
O=C(O)c1cccc(-c2cc3ccccc3oc2=O)c1
 : -6%	-3%
CCCCn1c(SCc2cc(=O)oc3cc(C)ccc23)n[nH]c1=O
 : -1%	-15%
